# APOBEC3A inh = human APOBEC3A DNA deaminase inhibition | P31941 | 330,000 compounds, 0.41% hits | recombinant A3A, FAM/TAMRA ssDNA deamination fluorescence | AID 493011 | inhibition, % at 20 µM;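 active means at least 40% inhibition at 20 µM here, with at most 30% in a related deaminase screen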;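 further: plate controls were A3A with DMSO for no effect and wells lacking A3A enzyme for full effect; some results filed as inactive read as strong as hits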
# Target sequence (P31941 whole entry, looked up): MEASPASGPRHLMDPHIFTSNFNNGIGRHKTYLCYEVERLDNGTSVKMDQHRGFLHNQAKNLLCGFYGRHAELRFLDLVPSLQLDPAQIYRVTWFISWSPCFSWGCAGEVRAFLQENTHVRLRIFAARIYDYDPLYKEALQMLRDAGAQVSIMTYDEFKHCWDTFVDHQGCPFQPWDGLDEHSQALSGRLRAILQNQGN
# CXCR6 block = inhibitors of human CXCR6 receptor. O00574. inhibition, % at 20 µM. CHO-K1 PathHunter CXCR6 beta-arrestin, luminescence. AID 602244. 360,000 compounds, 0.36% hits; in the data active means inhibition above about 34%, passing the limit was not always enough;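 further: antagonist mode with CXCL16 agonist at 10 nM final; 0% = 10 nM CXCL16 with DMSO and 100% = unstimulated wells without agonist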
# Target sequence (O00574 whole entry, looked up): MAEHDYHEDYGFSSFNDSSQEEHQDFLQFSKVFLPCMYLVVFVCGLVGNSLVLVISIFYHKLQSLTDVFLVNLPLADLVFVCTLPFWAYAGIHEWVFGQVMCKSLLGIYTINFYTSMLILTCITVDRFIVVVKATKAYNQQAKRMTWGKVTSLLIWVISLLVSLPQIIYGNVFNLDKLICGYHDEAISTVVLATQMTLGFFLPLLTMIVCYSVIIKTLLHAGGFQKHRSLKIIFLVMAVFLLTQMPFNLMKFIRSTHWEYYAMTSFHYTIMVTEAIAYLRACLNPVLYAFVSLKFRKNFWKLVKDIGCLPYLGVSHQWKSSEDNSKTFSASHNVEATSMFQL
# MPTP inh = permeability transition pore inhibition. AID 602449. inhibition, % at 10 µM. 360,000 compounds, 1.4% hits. isolated mouse mitochondria, Ca2+ swelling absorbance, 30 min;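 active means inhibition of 50% or more, scaled per plate between neutral and stimulator controls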;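 further: 0% = DMSO wells given calcium and 100% = 1 mM EGTA wells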
# NR3A LBD binder = modulators (binders) of human NR3A ligand-binding domain | 340,000 compounds, 2.5% hits | NR3A LBD differential scanning fluorimetry, Tm shift; 0% = protein alone, 100% = glycine-bound protein | Tm shift relative to glycine control, % at 25 µM;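 active means melting temperature shift of at least 10% of the positive control shift, at one fixed dose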
# CCR6 antag = blocks CCL20-driven beta-arrestin recruitment at human CCR6. CHO-K1 CCR6 PathHunter beta-arrestin, luminescence, CCL20-stimulated. inhibition, % at 20 µM. 340,000 compounds, 0.49% hits. P51684;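 active means compounds whose inhibition of the agonist-driven luminescence signal at 20 µM reaches about 50%, limit read from the data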;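 further: cells stimulated with CCL20 at 14 nM final; plate controls were DMSO with CCL20 for no effect and DMSO without agonist for full effect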
# A3G deaminase = APOBEC3G (human) deaminase inhibition. recombinant A3G, ssDNA deamination FAM/TAMRA fluorescence. inhibition, % at 20 µM. 330,000 compounds, 0.28% hits. Q9HC16;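 active means inhibition of at least 40% at 20 µM, with no more than 30% in the related APOBEC3A deaminase screen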;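 further: plate controls were DMSO wells with A3G for no effect and wells lacking A3G enzyme for full effect; some compounds called inactive have numbers as strong as hits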
# Gli-Sufu antag = Gli-Sufu pathway antagonism; AID 588413; 340,000 compounds, 0.74% hits; Sufu-KO-LIGHT fibroblasts, Gli luciferase reporter luminescence; inhibition, % at 5 µM;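 active means inhibition above about 55%, limit read from the data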;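 further: 0% = DMSO-treated cells and 100% = wells with medium but no cells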
# EBI2 block = blocks human EBI2 receptor beta-arrestin signaling. EBI2 beta-arrestin recruitment, luminescence, 7a,25-OHC stimulated. inhibition, % at 5 µM. P32249. 360,000 compounds, 0.81% hits; in the data active means inhibition above about 38%;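 further: enzyme fragment complementation signal reports receptor beta-arrestin coupling in cells; 0% = agonist plus DMSO wells and 100% = wells without agonist; some results beyond the cut were filed as inactive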
# Target sequence (P32249 whole entry, looked up, the tested form may be a part): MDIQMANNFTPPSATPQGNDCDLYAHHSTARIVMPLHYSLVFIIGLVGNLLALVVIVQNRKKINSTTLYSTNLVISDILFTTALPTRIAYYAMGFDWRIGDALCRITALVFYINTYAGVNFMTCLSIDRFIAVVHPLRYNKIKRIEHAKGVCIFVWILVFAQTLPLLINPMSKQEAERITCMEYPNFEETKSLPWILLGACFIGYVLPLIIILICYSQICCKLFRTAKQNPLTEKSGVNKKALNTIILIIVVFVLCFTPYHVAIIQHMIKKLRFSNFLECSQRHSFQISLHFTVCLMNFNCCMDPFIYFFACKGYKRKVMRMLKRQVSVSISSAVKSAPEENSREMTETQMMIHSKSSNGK
# Numbers without * were called inactive; nt = not tested or not shown.
SMILES,APOBEC3A inh,CXCR6 block,MPTP inh,NR3A LBD binder,CCR6 antag,A3G deaminase,Gli-Sufu antag,EBI2 block
O=C(Nc1ccc(Cl)c(S(=O)(=O)N2CCOCC2)c1)c1ccccn1,0,-2,-1.4,3,8,20,4,-10
CC(=O)C[C@@H](O)CC(=O)[C@@H]1OC(=O)CC/C=C\Cc2ccccc21,-1,6,-0.9,-1,5,-8,-10,2
O=C(COC(=O)c1cc(S(=O)(=O)N2CCCC2)ccc1O)Nc1ccc(SC(F)F)cc1,-4,-8,92*,13*,8,-7,-3,3
O=C(CSc1nnc2c(n1)[nH]c1ccccc12)Nc1ccc(N2CCOCC2)cc1,-3,-4,12,1,-8,-2,7,-7
C=CCSc1nnc(NC(=O)c2ccc(S(=O)(=O)NCC3CCCO3)cc2)s1 (stereo not given),1,-4,-2.0,-4,9,-2,-4,-2
CCN1CCN(c2ccc(NC(=O)c3ccc4c(c3)[nH]c(=O)n4Cc3ccc(OC)cc3)cc2)CC1,-1,7,-1.0,-3,31,-1,12,1
COc1ccc(N2CCN(C(=O)c3cn(Cc4ccccc4)nc3-c3cccnc3)CC2)cc1,-4,-5,-0.4,-2,9,-3,4,-5
COc1ccc(CCNC(=O)C(=O)NCc2cccs2)cc1OC,1,-4,1.2,-2,-2,-5,-6,3
CC(C)(C)c1nc(SCC(=O)NC2CCCC2)c2ccccc2n1,1,13,1.1,-2,20,-6,-33,6
COc1ccc(C(=O)N=C2SC3CS(=O)(=O)CC3N2c2ccc(C(C)=O)cc2)cc1 (stereo not given),0,-5,0.6,0,5,-3,2,-8
Cc1cccc(C(=O)OCC(=O)NN2C(=O)NC3(CCC(C)CC3)C2=O)c1O (stereo not given),12,-5,-0.8,2,-3,-2,-11,-2
CCN(CC)C(=O)COc1ccc(-c2ccccc2)cc1,2,-10,-4.3,-2,6,2,-33,-1
CCc1ccc(N2CC(C(=O)Nc3nccs3)CC2=O)cc1 (stereo not given),-8,-2,-1.6,0,1,-9,-2,-2
N#Cc1ccc(CN2CCN(C(=O)c3ccc(S(=O)(=O)NCc4ccco4)cc3)CC2)cc1,-4,-2,-0.6,0,13,-2,-8,-1
Cc1ccc(/C=C/C(=O)N2CCN(S(=O)(=O)c3ccc(C)c(C)c3)CC2)o1,2,15,1.9,-3,6,-6,-14,26
N#C/C(=C(\O)C(F)(F)F)c1nnc2n1CCCCC2,0,-3,0.7,0,9,1,2,-7
CN(CC(=O)Nc1ccc(N2CCOCC2)cc1)C(=O)c1ccc(CS(C)(=O)=O)cc1,-3,4,1.2,-13,-1,-5,-15,-2
COc1cccc(OC)c1OCCCCN1CCCC1,-3,-2,7.8,1,1,-6,16,-9
CCOC(=O)CSc1ccc(C(=O)N2CCN(C)CC2)cc1[N+](=O)[O-],1,2,-0.4,0,0,-6,2,-12
O=C(Nc1ccc2oc(=O)ccc2c1)c1cc([N+](=O)[O-])ccc1N1CCOCC1,-3,-4,1.7,-4,2,-6,23,6
COc1ccc2[nH]cc(CCNC(=O)Nc3ccccc3C)c2c1,-3,4,2.6,-9,8,-1,-4,-6
COc1cccc(-c2nc(N)nc(SC)c2C#N)c1,0,-3,0.7,8,1,1,-2,10
O=C(CNc1cccc([N+](=O)[O-])c1)N1CCN(S(=O)(=O)c2ccc(Cl)cc2)CC1,-3,3,-2.4,0,5,-13,5,26
CCOC(=O)Nc1cccc(OCC(=O)Nc2ccccc2OC)c1,-1,7,-1.0,1,9,-1,4,0
Cc1cccc2c(=O)c(-c3ccc4c(c3)OCO4)c(NC(=O)c3ccco3)oc12,-4,9,0.4,1,9,-8,-2,-10
O=[N+]([O-])c1ccc(S(=O)(=O)Nc2ccc(S(=O)(=O)N3CCCC3)cc2)cc1,-4,3,-3.0,-7,11,-6,-2,2
c1coc(-c2nnc3sc(Cc4cccs4)nn23)c1,26,-5,-0.4,-1,9,17,-3,-2
Cc1cccc(C)c1NC(=O)CN1CCNCC1,-2,6,-3.0,0,-8,-5,-2,-10
CCN(CC)C(=O)[C@H]1C[C@H](CC(=O)NCCCn2ccnc2)C(=O)N2CCc3c([nH]c4cc(-c5ccco5)ccc34)[C@]12C,0,-2,-3.4,0,-4,0,3,-4
O=C(CSc1nnc(-c2ccccc2)o1)NC1CCCCC1,4,1,-2.1,0,8,0,-2,-3
[O-]/C(=C(\C(=S)Nc1cccc2ccccc12)[n+]1ccccc1)c1ccc2c(c1)OCCO2,-4,0,1.1,-1,1,-6,19,1
CCOc1ccc(NC(=O)C(Cc2ccccc2)N2C(=O)c3cccc4cccc(c34)C2=O)cc1 (stereo not given),0,4,-2.7,0,26,-5,0,18
CN(c1ccc([N+](=O)[O-])cc1/C=N/NC(=O)COc1ccccc1)C1CCCCC1,0,9,5.2,-16,25,-9,3,27
COc1ccc(CNC(=O)COC(=O)c2cc(-c3ccc(Cl)s3)nc3ccccc23)cc1,-4,3,-5.5,2,13,-9,-13,9
Cc1ccc2c(C(=O)CN3CCCC3)c(C)[nH]c2c1,-3,6,-1.4,0,15,3,-14,-4
CC1CCN(C(=O)Cn2ncc3c4ccccc4n(C)c3c2=O)CC1,2,1,0.6,-1,7,-7,-5,-6
O=C(NCc1ccc2c(c1)OCO2)c1c(O)nc2sccn2c1=O,-2,0,-2.3,1,-4,-1,5,0
O=C(O)CN1C(=O)/C(=C\c2cn(-c3ccccc3)nc2-c2ccccc2)SC1=S,-3,14,2.6,0,13,-3,5,11
Cc1ccc(-n2ncc3c(=O)[nH]c(SCC(=O)N4CCN(c5ccccc5)CC4)nc32)cc1,-1,-11,3.1,-3,29,0,-14,-1
O=c1cc(C(F)(F)F)nc(-c2cccnc2)[nH]1,-4,2,2.3,-3,10,-6,-13,-7
CCOc1ccc2nc(C)cc(Nc3cccc([N+](=O)[O-])c3)c2c1,1,0,8.9,1,16,-13,45,-4
Cc1ccc(CNC(=O)CSc2ccc(-c3ccccn3)nn2)cc1,0,8,0.5,-1,0,-6,22,-1
O=C(COC(=O)c1c(Cl)cccc1Cl)Nc1ccccc1Br,-1,3,0.2,15*,27,-4,-24,11
C/C(=N\Nc1ccc(Cl)c(C(=O)O)c1)c1ccc[nH]1,2,-13,0.7,2,-1,-2,26,8
CCn1cc(C(=O)N2CCN(c3ccccc3F)CC2)c(=O)c2ccc(C)nc21,-5,4,-0.6,-1,5,-10,2,-7
O=[N+]([O-])c1cc(/C=N\O)ccc1Oc1ccc(F)cc1,-2,-5,-0.5,16*,11,-5,-19,-2
CCc1ccc(-n2c(=O)c3ccccc3n(CC(=O)C(C)(C)C)c2=O)cc1,0,8,2.3,0,4,-2,4,-7
CC1CCCCC12NC(=O)N(CC(=O)NCc1ccco1)C2=O (stereo not given),-1,-1,-1.9,0,-4,-8,-2,0
Cc1ccc(C2CC(c3cccc(Br)c3)Nc3nnnn32)cc1 (stereo not given),-4,-2,-0.7,0,28,-1,12,13
CCC(C)NS(=O)(=O)c1ccc(S(=O)(=O)N2CCCC3(CCCCC3)C2)cc1 (stereo not given),-3,-5,88*,-6,4,-5,53,1
O=C(NC1CC1)c1cc2c(s1)-c1ccccc1OC2,2,0,-0.2,-1,-4,1,-50,-1
COc1ccccc1NC(=O)CSc1ccc(-c2ccccn2)nn1,-3,-5,-0.6,-2,5,-4,-9,1
COc1ccc(Cl)cc1N(C(C)=O)c1nc(C)cc(C)c1C#N,-3,9,-0.1,0,8,-7,-2,3
CCOC(=O)c1c(-c2ccccc2Cl)cn2ccccc12,1,-3,2.2,0,-2,-6,-2,12
CC(=O)Nc1ccc(NC(=O)C2CCCN(c3ncccn3)C2)cc1 (stereo not given),-2,-1,-1.1,-3,-11,-1,-2,2
CC(=O)Nc1c(O)nc(SCC(=O)Nc2nnc(SCc3ccccc3)s2)[nH]c1=O,6,4,0.1,-1,-1,4,-3,6
COc1cc2c(cc1NC(=O)CSc1cccc[n+]1[O-])oc1ccccc12,2,-2,-2.5,8,6,1,-1,-4
CCNc1nc(OCC)nc(N2CCC(Cc3ccccc3)CC2)n1,1,-7,0.6,-3,-3,-9,-4,-5
COc1ccc2[nH]cc(CCNC(=O)CS(=O)(=O)Cc3ccccc3)c2c1,4,3,0.4,3,14,-1,-6,-5
COc1ccc(NC(=O)CN(Cc2ccco2)Cc2ccco2)cc1S(=O)(=O)N1CCCCC1,0,10,-0.5,4,7,-5,8,3

# Next part, starting with the last 2 of the part before.
SMILES,APOBEC3A inh,CXCR6 block,MPTP inh,NR3A LBD binder,CCR6 antag,A3G deaminase,Gli-Sufu antag,EBI2 block
COc1ccc2[nH]cc(CCNC(=O)CS(=O)(=O)Cc3ccccc3)c2c1,4,3,0.4,3,14,-1,-6,-5
COc1ccc(NC(=O)CN(Cc2ccco2)Cc2ccco2)cc1S(=O)(=O)N1CCCCC1,0,10,-0.5,4,7,-5,8,3
CC(=O)c1cccc(NC(=O)CNC(=O)Cc2ccccc2)c1,-1,3,-1.0,3,5,-5,19,-3
O=C(O)CCC(=O)Nc1ccc(OCC(=O)O)cc1,-1,0,-1.1,1,10,-10,2,-4
CSc1ccc(C(=O)C2CCCN(C(=O)CN3CCOC3=O)C2)cc1 (stereo not given),-2,-7,-0.4,1,5,-6,2,-4
Cc1ccc(CNC(=O)Nc2ccc(C)cc2)cc1,1,-7,3.3,2,18,-5,-26,2
CN(C)CCN1CC(C(=O)O)CC1=O (stereo not given),-7,-1,-3.1,1,-14,-2,2,-2
NS(=O)(=O)c1ccc(CCNC2CC(=O)N(CCc3ccccc3)C2=O)cc1 (stereo not given),-5,-8,1.8,-5,12,-9,1,2
Cc1ccccc1Nc1c(-c2ccc(N3CCOCC3)cc2)nc2cnccn12,-1,4,3.9,-1,11,-6,-31,2
COc1ccccc1-c1noc(-c2ccco2)n1,-1,nt,nt,1,-11,-4,-35,nt

# Filtered by structure: those above with two or more sulfur atoms
SMILES,APOBEC3A inh,CXCR6 block,MPTP inh,NR3A LBD binder,CCR6 antag,A3G deaminase,Gli-Sufu antag,EBI2 block
O=C(COC(=O)c1cc(S(=O)(=O)N2CCCC2)ccc1O)Nc1ccc(SC(F)F)cc1,-4,-8,92*,13*,8,-7,-3,3
C=CCSc1nnc(NC(=O)c2ccc(S(=O)(=O)NCC3CCCO3)cc2)s1 (stereo not given),1,-4,-2.0,-4,9,-2,-4,-2
COc1ccc(C(=O)N=C2SC3CS(=O)(=O)CC3N2c2ccc(C(C)=O)cc2)cc1 (stereo not given),0,-5,0.6,0,5,-3,2,-8
O=[N+]([O-])c1ccc(S(=O)(=O)Nc2ccc(S(=O)(=O)N3CCCC3)cc2)cc1,-4,3,-3.0,-7,11,-6,-2,2
c1coc(-c2nnc3sc(Cc4cccs4)nn23)c1,26,-5,-0.4,-1,9,17,-3,-2
O=C(O)CN1C(=O)/C(=C\c2cn(-c3ccccc3)nc2-c2ccccc2)SC1=S,-3,14,2.6,0,13,-3,5,11
CCC(C)NS(=O)(=O)c1ccc(S(=O)(=O)N2CCCC3(CCCCC3)C2)cc1 (stereo not given),-3,-5,88*,-6,4,-5,53,1
CC(=O)Nc1c(O)nc(SCC(=O)Nc2nnc(SCc3ccccc3)s2)[nH]c1=O,6,4,0.1,-1,-1,4,-3,6

# Screens (PubChem BioAssay)
